High-throughput results from PubChem.
hgDAF12 agonist: H. glycines DAF-12 receptor agonists, primary screen, cell-based, luminescence, HEK293, GAL4 fusion, UAS-luciferase | Nuclear hormone receptor DAF-12 (Heterodera glycines), GAL4 fusion | HEK293 GAL4-hgDAF12 UAS-luciferase reporter, agonist luminescence; normalized to butyrate control | activation, % at 6.8 µM | actives 1.8% (n = 370,000) | AID 687014, 2013;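 active = activation above a cutoff set at the mean of all screened compounds plus 3 SD, cut at about 10% in these data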;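 also: 0% = DMSO wells and 100% = sodium butyrate wells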
ssDAF12 agonist: S. stercoralis DAF-12 nuclear receptor activators, primary screen, cell-based, luminescence, HEK293, GRIP1 co-expression, lit1-tk-luc; activation, % at 6.8 µM; actives 1% (n = 370,000); HEK293 ssDAF-12/GRIP1 lit1-tk-luc reporter; % of 3 µM dafachronic acid response; Nuclear hormone receptor DAF-12 (Strongyloides stercoralis);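 active = activation above the mean over all tested compounds plus 3 SD, cut at about 0.9% in these data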;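 also: 0% = DMSO-only wells and 100% = 3 µM delta7-dafachronic acid wells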
ADAM10 inh: human ADAM10 inhibitors, primary screen, biochemical, QFRET, HTS; Disintegrin and metalloproteinase domain-containing protein 10 (Homo sapiens), O14672; recombinant ADAM10, EDANS/DABCYL FRET peptide cleavage, 3 h; inhibition, % at 7 µM; actives 0.62% (n = 370,000);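 active = inhibition above a per-campaign cutoff equal to the mean of compounds falling between control-based bounds plus 3 SD, cut at about 20% in these data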;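 also: 0% = DMSO wells while the 100% control is not disclosed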
HGIII-sPLA2 inh: human group III sPLA2 inhibitors, primary screen, biochemical, QFRET, BODIPY PC-A2 liposome substrate; Group 3 secretory phospholipase A2 (Homo sapiens), Q9NZ20; QFRET BODIPY PC-A2 liposome hydrolysis, fluorescence; inhibition, % at 12.2 µM; actives 0.56% (n = 370,000);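 active = inhibition above mean plus 3 SD of compounds lying within the high and low control bounds, cut at about 19% in these data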;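 also: 0% = median of test compound wells and 100% = no enzyme DMSO wells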
hcDAF-12 act: H. contortus DAF-12 nuclear receptor activators, primary screen, cell-based, luminescence, HEK293, lit1-tk-luc reporter; HEK293 hcDAF-12 lit1-tk-luc reporter; 0% DMSO, 100% Δ7-dafachronic acid; AID 652067, 2013; activation, % at 6.8 µM; actives 1.4% (n = 370,000);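 active = activation above the mean of all tested compounds plus 3 SD, cut at about 5.5% in these data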;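 also: 100% = response to 3 µM Δ7-dafachronic acid high control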
GC-B act: human GC-B receptor activators, primary screen, HEK293 GC-B cells, cGMP TR-FRET, EC30 CNP; 0% at EC30 CNP, 100% saturating CNP; activation, % at 10 µM; actives 0.11% (n = 370,000);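 active = activation at 10 µM reaching about 35% in either raw or pattern-adjusted values, limit read from the data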
SMARCA2 act: SMARCA2 (BRM) function activators, primary screen, cell-based, luminescence, high throughput; MG213 cells, MMTV-luciferase reporter, dexamethasone, overnight; activation, % at 9.1 µM; actives 1% (n = 370,000); AID 652017, 2013; in the data active = activation above about 7.8%;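 also: 0% = vehicle wells and 100% = reference activator wells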
GC-A act: GC-A stimulated cGMP production enhancers – HEK293 GC-A cells, cGMP TR-FRET, EC30 ANP, primary screen | Atrial natriuretic peptide receptor 1 (Homo sapiens), P16066 | 0% at EC30 ANP, 100% saturating ANP | activation, % at 10 µM | actives 0.14% (n = 370,000) | AID 1671463, 2021; in the data active = activation above about 40%
Target sequence (P16066 whole entry, looked up): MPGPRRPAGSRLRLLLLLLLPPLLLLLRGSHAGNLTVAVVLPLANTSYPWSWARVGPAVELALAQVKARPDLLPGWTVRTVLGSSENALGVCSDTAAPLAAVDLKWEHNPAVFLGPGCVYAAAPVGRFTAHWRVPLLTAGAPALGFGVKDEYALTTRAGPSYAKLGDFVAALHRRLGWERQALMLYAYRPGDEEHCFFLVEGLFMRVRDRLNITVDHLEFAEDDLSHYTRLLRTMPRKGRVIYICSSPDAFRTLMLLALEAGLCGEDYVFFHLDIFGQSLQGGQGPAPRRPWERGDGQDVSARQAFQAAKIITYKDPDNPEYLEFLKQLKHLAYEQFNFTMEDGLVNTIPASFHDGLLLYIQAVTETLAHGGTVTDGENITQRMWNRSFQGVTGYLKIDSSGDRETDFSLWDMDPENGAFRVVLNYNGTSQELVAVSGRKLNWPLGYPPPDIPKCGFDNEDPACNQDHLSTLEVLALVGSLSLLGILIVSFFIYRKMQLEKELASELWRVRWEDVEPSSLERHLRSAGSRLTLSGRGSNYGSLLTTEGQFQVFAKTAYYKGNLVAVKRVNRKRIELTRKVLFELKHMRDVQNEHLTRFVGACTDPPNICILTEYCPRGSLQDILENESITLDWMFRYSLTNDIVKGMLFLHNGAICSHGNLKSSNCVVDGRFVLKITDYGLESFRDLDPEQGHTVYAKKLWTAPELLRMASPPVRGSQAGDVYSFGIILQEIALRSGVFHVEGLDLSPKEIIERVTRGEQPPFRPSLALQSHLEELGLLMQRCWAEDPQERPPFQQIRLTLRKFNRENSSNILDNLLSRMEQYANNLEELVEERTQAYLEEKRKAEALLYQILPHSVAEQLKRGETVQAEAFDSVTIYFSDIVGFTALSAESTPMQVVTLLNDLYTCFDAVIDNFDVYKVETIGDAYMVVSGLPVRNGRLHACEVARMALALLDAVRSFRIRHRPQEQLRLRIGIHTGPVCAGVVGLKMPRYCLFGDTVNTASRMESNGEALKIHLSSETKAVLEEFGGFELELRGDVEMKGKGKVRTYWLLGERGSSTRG
DAX1 inh-1: DAX1 (NR0B1) inhibitors on StAR promoter, primary screen, cell-based, luminescence, SF-1 (NR5A1), full-length DAX-1. HEK293T StAR-luciferase reporter, SF-1/DAX-1 repression relief. AID 652010, 2013. inhibition, % at 6.8 µM. actives 1.1% (n = 370,000);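 active = inhibition above the mean over all tested compounds plus 3 SD, cut at about 3.6% in these data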;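 also: 0% = DAX-1 cells with DMSO and 100% = cells lacking DAX-1 with DMSO; higher inhibition means more luminescence from relief of DAX-1 repression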
FXN GAA850 act: FXN promoter activators, primary screen, cell-based, luciferase luminescence, HEK293 lucGAA850 | HEK293 lucGAA850 FXN promoter luciferase reporter, 24 h; percent of 10 µM SAHA response | activation, % at 6 µM | actives 0.56% (n = 360,000);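 active = activation above the average of all compounds screened plus 3 SD, cutoff fixed separately per campaign, cut at about 7.5% in these data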;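 also: 0% = DMSO wells and 100% = 10 µM SAHA wells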
DAX1 inh-2: DAX1 (NR0B1) inhibitors, primary screen, cell-based, HEK293, Gal4-DAX1, luciferase luminescence. HEK293 Gal4-DAX1 luciferase reporter. actives 0.99% (n = 340,000). Nuclear receptor subfamily 0 group B member 1 (Homo sapiens), P51843. AID 504766, 2011. inhibition, % at 6.75 µM;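 active = inhibition above the mean over all tested compounds plus 3 SD, cut at about 4.2% in these data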;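 also: 0% = DAX1-transfected cells with DMSO and 100% = empty-vector control cells with DMSO; inhibition shows as a rise in luminescence from relieved DAX1 repression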
* hit, by the source's call; i = inactive; nt = not tested or not shown. An unsorted share of the library; overall some 6.6% were active at least once.

Values in the order: DAX1 inh-1, HGIII-sPLA2 inh, ADAM10 inh, ssDAF12 agonist, hgDAF12 agonist, GC-A act, hcDAF-12 act, DAX1 inh-2, GC-B act, FXN GAA850 act, SMARCA2 act
CC(C)C(=O)Nc1ccccc1C(=O)N/N=C/c1ccc([N+](=O)[O-])cc1
  -0.2, -2, -1, -1.4, 0.9, 0, -0.7, -1.6, 0, 1.9, -4
Cc1cccc(C(=O)Nc2cccc(OC(=O)c3cccc(C)c3)c2)c1
  1.2, -24, 11, -0.1, 13*, 2, 3.9, 2.2, -8, 2.8, 6
CN(C(=O)CSc1nnnn1-c1ccccc1)C1CCS(=O)(=O)C1 (stereo unspecified)
  0.7, -1, -5, -1.6, -1.1, 2, 1.5, 0.4, 0, 0.0, -3
Cc1ccc(OC(=S)Nc2ccccc2)c(C)c1
  -0.4, 4, 7, -1.1, 0.3, -2, -0.3, 1.7, 3, -0.2, 0
CC(=O)OCc1nc2ccccc2s1
  4.0*, -1, -3, 0.3, 12*, 4, 7.7*, 2.3, 4, 0.6, 7
CC(NC(=O)COC(=O)c1ccco1)c1ccccc1 (stereo unspecified)
  -0.5, 6, -3, -0.8, 1.4, 1, 0.1, -0.3, 3, -0.3, -4
CCOC(=O)N1CCN(CCC(=O)Nc2cc(OC)ccc2OC)CC1
  0.0, -3, 7, -0.9, -0.2, 3, -0.8, -1.0, 2, 2.2, 0
Cc1ccccc1Cn1cnc2ccccc21
  -3.2, -2, 5, -1.7, -1.7, 1, -1.8, 0.9, 0, 0.7, -4
Cc1c(C(=O)N2CCN(Cc3nccn3C)CC2)oc2c(F)cccc12
  1.1, 15, -6, -0.4, 10, 0, 0.4, 1.1, 0, 0.0, -1
C/C(=C\C(=O)c1c(O)cc(C)oc1=O)N(C)C
  0.5, 2, -8, -0.9, 4.0, 5, -1.5, nt, 3, 0.6, -1
CC(C)CCc1noc(CN2CCN(CC(=O)NC(C)C)CC2)n1
  -0.1, 2, 10, -1.3, -1.8, 3, -1.6, 1.6, -3, 1.6, -1
COc1ccc(N2C(=O)CC(Sc3nc4ccccc4s3)C2=O)cc1OC (stereo unspecified)
  -0.1, -8, -1, -0.1, -4.4, -1, 4.1, -1.2, -2, 2.2, -1
COC(=O)C1=C(C)NC2=C(C(=O)CC(C)(C)C2)C1c1ccccn1 (stereo unspecified)
  0.1, 0, i, -1.2, -0.6, 1, 0.4, -0.2, 0, 1.6, -3
CN(C(=O)CC1C(=O)NCCN1CC1CCCCC1)C1CCOCC1 (stereo unspecified)
  -0.1, 2, -74, -1.3, -1.0, 1, 1.1, 2.5, 0, 2.8, 1
Cc1ccc(-c2noc(CCCOc3ccc(Cl)cc3Cl)n2)cc1
  1.1, 3, 10, -0.9, 0.2, -1, 0.4, 0.7, -3, 0.3, 0
CCCCCCn1c(N2CCC(C)CC2)nc2c1c(=O)[nH]c(=O)n2C
  0.8, 6, 0, -1.2, 0.1, 0, -1.4, -0.5, -6, 1.9, 0
CCOc1ccc(CNc2ccc3c(c2)ncn3C(C)(C)C)cc1
  0.8, -13, -8, -0.5, 1.3, -3, 2.0, 0.6, 5, 3.1, 1
O=C(c1ccc(Cl)cc1)N(c1ccccn1)C1CCCCC1
  -0.2, 6, 8, -1.9, -3.6, -4, -1.0, 1.0, -8, -0.7, -3
CC1=C[C@H]2OC(=O)[C@@H](C)[C@H]2C[C@@H]2[C@H]1C[C@@H](O)[C@@]2(C)O
  -0.5, 7, 3, -0.4, -1.0, -1, -0.7, 0.5, 5, -0.8, 0
O=C(CC12CC3CC(CC(C3)C1)C2)NC(Cc1ccccc1)C(=O)O (stereo unspecified)
  0.0, -3, 11, -1.2, 2.7, 2, -1.8, 0.0, -2, 0.1, -3
COc1ccc(C)cc1N(C(=O)CNC(=O)c1ccco1)C(C(=O)NCC1CCCO1)c1ccccc1 (stereo unspecified)
  -0.5, -3, -4, -0.8, -2.7, -3, 1.2, -0.7, -2, 3.1, -2
COc1ccc(F)c(-c2nc(CN3CCN(C(=O)c4ccco4)CC3)c(C)o2)c1
  -1.2, -1, -5, -1.2, -1.9, -4, 1.1, -0.1, -3, 0.9, -2
Cc1cccc(NC(=O)c2ccc(Cl)c(S(=O)(=O)N3CCCCCC3)c2)n1
  -1.2, 6, -6, -1.2, 1.1, -4, -1.0, 1.0, -2, 1.0, -5
COC(=O)c1sccc1NC(=O)c1ccc2c(c1)OCO2
  0.2, 9, -8, -0.7, -3.1, 2, 2.9, 0.0, 0, -0.2, -2
CCOC(=O)C(NC(=O)CC(C)C)(Nc1sc(C)c(CC)c1C#N)C(F)(F)F (stereo unspecified)
  -0.5, 3, 3, -1.2, 0.2, -9, -1.6, -0.7, -1, 4.0, -2
O=C(CN1C(=O)C(=O)c2ccccc21)NCCc1ccccc1
  1.1, -1, -3, -1.1, 0.8, 0, 1.6, 2.3, 0, 2.4, 2
O=c1c2ccccc2c(-c2ccccc2)nn1-c1cc(Cl)cc(Cl)c1
  -0.2, -2, 8, -0.4, 2.8, -5, 2.7, nt, -1, 2.5, 1
O=C(O)C1C2CCC(C2)C1C(=O)NCCc1ccccc1 (stereo unspecified)
  0.5, -2, -1, -0.5, 2.0, 0, 1.2, 1.8, 2, -1.0, 0
COc1cccc(CNC(=O)c2cc(C3CC3)nc3c2cnn3C(C)C)c1
  -2.7, -10, -113, -1.1, -1.5, 15, -1.3, 0.4, 18, -0.7, 1
C=C1CCN(CC(=O)OC)S(=O)(=O)c2ccccc21
  0.3, 6, 1, -1.3, -0.6, 1, 0.2, 0.4, -2, -1.5, 0
CC(C)(C)c1ccc(OCCC(=O)OCC(=O)NC(=O)NC2CCCC2)cc1
  -1.1, -14, 19, -1.2, -4.4, 3, -0.4, -1.5, -2, -3.4, -4
Cc1cc(C)n2nc(C(=O)Nc3cccc(S(=O)(=O)N4CCCC4)c3)nc2n1
  0.7, 7, -8, -1.6, -2.5, -2, -0.9, 0.3, -1, 2.6, -4
O=C(N/N=C\c1cc2c(cc1Cl)OCO2)c1ccc(Br)s1
  0.4, -1, 4, -1.2, -1.1, -1, 3.0, -0.2, 12, 1.5, 0
O=C(NNC(=S)NC(=O)c1ccccc1)c1ccc([N+](=O)[O-])cc1
  0.1, 13, 1, -1.0, -0.5, 0, 0.3, 0.5, -4, -0.1, 0
CCN(CC)C(=O)C1=C(C)N(Cc2ccc(C(C)(C)C)cc2)C(=O)C(CC(=O)NCCCN(C)C)C1 (stereo unspecified)
  0.6, -5, 2, -1.4, 1.1, 1, 1.0, 0.2, 6, -3.1, 4
N=c1c(S(=O)(=O)c2ccccc2)cc2c(=O)n3ccccc3nc2n1Cc1cccnc1
  0.5, 4, -150, -0.4, -1.3, 6, 0.0, 1.2, 1, 0.6, -2
CC(=O)Oc1ccc(C(=O)NCCc2ccccc2)cc1
  7.2*, -1, -3, 0.6, 15*, 3, 3.7, 0.6, 0, 3.0, 3
CN(C(=S)Oc1ccc(C(=O)Nc2ccccc2)cc1)c1ccccc1
  -1.4, -19, 15, -2.3, -3.4, 0, -1.9, -0.1, -7, 2.3, -4
COc1cc(C(=O)NC(=S)Nc2ccc3oc(=O)ccc3c2)cc(OC)c1OC
  -0.1, 16, 0, -0.8, -4.8, 1, -0.9, 0.2, -2, -2.6, -1
CC(C)(C)OC(=O)[C@H](Cc1ccccc1)NC(=O)c1nc[nH]c1C(=O)NC1CCNCC1
  0.1, -10, 4, -1.2, 0.6, 0, 2.9, -0.8, 1, -0.8, 1
COc1ccc(C(C(=O)NC(C)(C)C)N(C(=O)CCC(=O)Nc2cc(C)on2)c2cccc(F)c2)cc1 (stereo unspecified)
  0.1, -6, -1, -0.9, 1.4, -42, -2.0, 0.2, -12, -0.1, 0
CC1CCCCC1N(C(=O)c1cc(C2CC2)on1)C1CCCCCC1 (stereo unspecified)
  -0.9, 4, 2, -1.2, -3.9, -7, 1.9, nt, -4, nt, -3
O=C(Nc1ccc(N2CCOCC2)c(S(=O)(=O)Nc2ccccc2Cl)c1)c1ccc(=O)[nH]n1
  -1.2, -45, 1, -0.8, -0.4, 1, -1.2, 0.7, 2, 0.7, -1
CN(C(N)=S)c1ccccc1
  0.0, 10, 7, -1.0, -1.3, -2, -0.3, 1.2, 2, 3.9, -1
Cc1cc(Nc2ccc(F)cc2Cl)n2nc(C)nc2n1
  0.3, -4, -4, -1.6, -1.2, 0, 1.3, 0.3, -3, 0.4, 2
Cc1cc(C)n(-c2ccc(C(=O)OCC(=O)Nc3ccc(S(=O)(=O)N4CCOCC4)cc3)cc2)n1
  -0.8, -28, 5, -0.2, 0.9, nt, -1.3, 0.7, nt, -1.9, 2
Cc1ccnc(NC(=O)C2CCCN(S(=O)(=O)c3cnc[nH]3)C2)c1 (stereo unspecified)
  -1.0, 1, -11, -1.6, 2.3, 7, 0.4, 3.4, 2, -0.9, -1
CCCC1(C2CCCC2)NC(=O)NC1=O (stereo unspecified)
  -0.1, 6, 4, -0.7, -2.9, 3, 0.1, 2.4, 3, -0.6, -3
CC(NC(=O)COC(=O)CCc1ccc(S(=O)(=O)N2CCOCC2)cc1)C1CC2CCC1C2 (stereo unspecified)
  0.1, -1, -3, -1.4, -3.6, 1, -2.4, 1.0, 1, 1.5, 0
CC[C@@]1(C(=O)OC)N[C@H](CN(C)C(=O)Nc2ccc(OC)cc2)[C@@H]2C(=O)N(Cc3ccccc3)C(=O)[C@@H]21
  0.5, 11, -12, -0.3, 14*, 1, -0.2, 0.1, 2, 17*, -1
Cc1cc(C)nc(Nc2n[nH]c(-c3ccccc3N)n2)n1
  4.1*, 1, i, 1.1*, 12*, 6, 8.9*, 1.0, -6, 2.0, 8.9*
CCCCN1CN2Cc3ccccc3C2CS1(=O)=O (stereo unspecified)
  -0.1, 8, -7, -0.5, 2.3, 0, 3.9, nt, 4, nt, 3
COc1ccc(NC(=O)/C(C#N)=C/c2cccnc2)c(OC)c1
  -0.4, -4, -9, -0.4, -0.5, -6, 0.2, 1.8, -6, -0.1, 1
COc1cccc2cc(-c3cc(=O)oc4ccc(O)cc34)oc12
  0.1, -34, 16, -1.4, 1.7, 25, -1.0, 0.5, 1, -0.1, -1
Cc1ccc(N(C(=O)c2csnn2)C(C(=O)NC2CCCC2)c2ccncc2)c(C)c1 (stereo unspecified)
  -0.2, 1, -4, -0.7, 4.3, -5, -1.1, 0.6, 1, -0.2, 0
